High-throughput results from PubChem BioAssay.
S1P4 agonist: agonists of human S1P4 receptor. activation, % at 4.98 µM. O95977. 220,000 tested, 0.35% active. AID 1509. S1P4-expressing cell line, agonist reporter assay; in the data active = activation above about 11%;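 note: 0% = DMSO vehicle and 100% = reference agonist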
Target sequence (O95977 whole entry, looked up): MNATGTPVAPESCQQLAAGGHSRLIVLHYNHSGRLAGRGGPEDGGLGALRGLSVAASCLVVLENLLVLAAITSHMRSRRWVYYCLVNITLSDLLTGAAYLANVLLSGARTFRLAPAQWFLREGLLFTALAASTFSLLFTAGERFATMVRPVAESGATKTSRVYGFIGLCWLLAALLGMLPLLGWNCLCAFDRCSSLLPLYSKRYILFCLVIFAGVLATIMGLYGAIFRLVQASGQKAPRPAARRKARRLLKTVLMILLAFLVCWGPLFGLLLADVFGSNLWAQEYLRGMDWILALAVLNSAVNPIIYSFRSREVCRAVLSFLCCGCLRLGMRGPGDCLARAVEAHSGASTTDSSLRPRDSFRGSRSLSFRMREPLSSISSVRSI
S1P4 antagonist: antagonists of human S1P4 receptor; AID 1510; inhibition, % at 4.98 µM; O95977; 220,000 tested, 0.26% active; S1P4-expressing cells, antagonist mode, reporter read-out; in the data active = inhibition above about 29%;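 note: 0% = wells stimulated with agonist and 100% = vehicle wells without agonist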
Ba/F3 V617F tox: lowers viability of Ba/F3 cells expressing EpoR and JAK2V617F. ATP luminescence. inhibition, % at 5.6 µM. AID 1446. 220,000 tested, 1.1% active;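 active = inhibition above the campaign mean plus 3 SD over all tested compounds, cut at about 24% in these data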;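 note: cytokine-independent growth of Ba/F3 cells driven by EpoR plus mutant JAK2; 0% = DMSO-treated cells and 100% = JAK inhibitor I control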
NPY-Y1 PAM-ag: human NPY-Y1 potentiation or agonism, primary screen; P25929; NPY-Y1 expressing cells, potentiator/agonist activation; activation, % at 3.6 µM; 220,000 tested, 0.37% active; in the data active = activation above about 33%, passing the limit was not always enough;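 note: cells stimulated with NPY at EC10 then isoproterenol at EC100; 0% = low agonist plus stimulus and 100% = saturating agonist plus stimulus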
RBBP9 inh: blocks human serine hydrolase RBBP9. recombinant RBBP9, FP-Rh probe fluorescence polarization. inhibition, % at 7.94 µM. 220,000 tested, 0.2% active. AID 1515;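 active = inhibition above the campaign mean of all tested compounds plus 3 SD, cut at about 14% in these data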;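 note: plate controls were DMSO wells with RBBP9 for no effect and wells lacking RBBP9 protein for full effect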
Target sequence (O75884 whole entry, looked up): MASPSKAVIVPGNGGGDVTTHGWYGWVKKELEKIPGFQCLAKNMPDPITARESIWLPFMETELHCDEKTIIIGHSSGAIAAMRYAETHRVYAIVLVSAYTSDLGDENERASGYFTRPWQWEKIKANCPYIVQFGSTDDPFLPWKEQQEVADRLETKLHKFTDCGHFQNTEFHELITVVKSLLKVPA
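System: RBBP9 protein | Quantity: 2.5 µM RBBP9 dispensing solution, before mixing | Reagent: FP-Rh probe, 375 nM dispensing solution | Timing: Enzyme-compound preincubation 30 min, then probe labeling 45 min, 25 °C | Measured by: Fluorescence polarization | Read-out: % inhibition | Replication: One well per compound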
Runt-CBFb FRET: blocks binding of human RUNX1 Runt domain to CBFb; inhibition, % at 20 µM; 220,000 tested, 0.46% active; Cerulean-Runt/Venus-CBFb FRET ratio 530/480, 1 h; AID 1496;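 active = inhibition over about 50% at 20 µM in the single-dose screen, limit read from the data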;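 note: 0% = DMSO wells and 100% = excess unlabeled CBFb competitor control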
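Assay system: Cerulean-Runt domain / Medium: Tris 50 mM pH 7.5, KCl, K2SO4, 0.01% BSA / Timing: protein complex preformed 1 h, compound exposure 1 h, room temperature, dark / Measured by: FRET, excitation 422 nm, emission at 530 and 480 nm / Evaluation: loss of energy transfer signal / Control set: 5 µM unlabeled CBFb as full-inhibition high control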
NPY-Y1 antag: NPY-Y1 (human) receptor antagonism. 200,000 tested, 1% active. HEK293-CNG Y1 cells, membrane potential fluorescence; NPY at EC95, then isoproterenol. inhibition, % at 3.6 µM. P25929. AID 1040;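 active = inhibition above the campaign mean inhibition of all tested compounds plus 3 SD, cut at about 20% in these data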;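 note: 0% = DMSO wells given NPY plus isoproterenol and 100% = isoproterenol alone without NPY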
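Test system – HEK293 Y1/CNG channel cell line · Also added – NPY agonist 25 nM, then isoproterenol 1 µM plus Ro 20-1724 25 µM · Compound dosing – one concentration, 3.6 µM, in 0.4% DMSO · Schedule – compound incubation 1 h at room temperature, readout 45 min post-stimulation · Technique – fluorescence, membrane potential probe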
BaF3 parental: counter-screen for JAK2V617F inhibitors: parental Ba/F3 viability inhibitors. CellTiter-Glo ATP luminescence. inhibition, % at 5.6 µM. 220,000 tested, 1.1% active;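 active = inhibition above a per-campaign cutoff, the mean inhibition of all tested compounds plus 3 SD, cut at about 27% in these data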;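 note: 0% = DMSO wells and 100% = JAK Inhibitor I control wells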
NPY-Y2 PAM-ag: potentiators or agonists of human neuropeptide Y receptor Y2. P49146. cells expressing NPY-Y2, potentiator/agonist read-out. activation, % at 3.6 µM. 220,000 tested, 0.45% active. AID 1359; in the data active = activation above about 27%;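 note: cells stimulated with NPY near EC25 plus isoproterenol at EC100; 0% = vehicle plus submaximal agonist and 100% = vehicle plus saturating agonist; some results beyond the cut were filed as inactive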
Target sequence (P49146 whole entry, looked up): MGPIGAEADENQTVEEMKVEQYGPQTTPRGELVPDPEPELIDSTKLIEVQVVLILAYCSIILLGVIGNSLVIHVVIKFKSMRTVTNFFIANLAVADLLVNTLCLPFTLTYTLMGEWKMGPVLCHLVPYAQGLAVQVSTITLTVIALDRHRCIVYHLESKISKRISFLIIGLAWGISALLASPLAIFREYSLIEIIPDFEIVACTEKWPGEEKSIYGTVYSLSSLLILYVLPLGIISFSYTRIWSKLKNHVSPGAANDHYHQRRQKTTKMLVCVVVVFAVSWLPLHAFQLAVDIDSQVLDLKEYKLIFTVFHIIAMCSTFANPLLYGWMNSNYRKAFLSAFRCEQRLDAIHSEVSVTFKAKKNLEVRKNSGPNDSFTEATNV
An asterisk follows results filed as active; · = no result given.

SMILES	S1P4 agonist	S1P4 antagonist	Ba/F3 V617F tox	NPY-Y1 PAM-ag	RBBP9 inh	Runt-CBFb FRET	NPY-Y1 antag	BaF3 parental	NPY-Y2 PAM-ag
O=C(CSc1ccc(-c2nc3ccccc3[nH]2)cn1)Nc1ccc(S(=O)(=O)NC2CC2)cc1	3.1	-10.7	0.5	-22.7	-65.7	-2.8	1.3	4.6	-10.5
CN(C)/C=C(\C#N)c1nc2ccccc2[nH]1	0.2	-79.8	-1.6	-22.3	-5.6	0.5	-1.4	6.3	15.0
Cc1ccccc1NCC(=O)N/N=C\c1ccc2c(c1)OCO2	1.5	-4.1	1.9	-3.0	0.5	-0.7	8.2	6.1	-9.6
COc1ccccc1-c1nc2ccccc2nc1-c1ccccc1	-3.5	1.8	1.8	-5.5	3.9	0.8	1.5	10.1	1.6
COCCCNC(=O)c1cn(CC(C)C)c(=O)c2c1c1ccccc1n2C	1.1	-37.1	1.9	3.1	-3.6	0.0	8.8	4.3	1.5
O=C(Cn1ccc([N+](=O)[O-])n1)Nc1nccs1	-0.9	3.4	2.7	-4.4	-2.1	-2.7	3.8	8.1	8.2
COc1ccc(/C=N/NC(=O)CNS(=O)(=O)c2ccc(C)cc2)cc1	2.1	-15.4	0.4	9.8	-9.8	-0.3	3.3	0.9	-3.4
CCN(CC)c1ccc(N)cc1S(=O)(=O)Nc1ccc(OC)cc1	-0.9	0.2	-2.4	18.8	-1.6	6.1	·	0.1	-23.8
CC(=O)c1cccc(NC(=O)C2C(c3ccccc3)C2(Cl)Cl)c1 (configuration not stated)	1.0	-13.0	-1.6	-10.8	-7.0	-1.2	0.1	5.5	-0.8
O=C(Nc1c(S(=O)(=O)c2ccccc2)csc1Br)c1ccccc1Cl	-0.3	-6.7	-1.7	8.5	-3.2	0.9	·	-0.2	4.8
CCOC(=O)c1cc(=O)[nH]c2ccccc12	-0.3	-6.0	0.1	20.2	-6.3	-2.8	-3.8	5.6	-9.0
COc1cc(/C=N/Nc2nncn2N)ccc1OCc1c(C)no[n+]1[O-]	-1.7	7.0	-4.2	-0.9	8.8	4.5	·	-1.2	-23.3
O=C(NCCc1ccccc1)C(=O)NCC1(c2ccccc2)CCCC1	0.1	-10.5	5.4	2.1	-9.9	-4.1	4.9	5.2	-9.7
COc1ccc(Cl)cc1Nc1nc(C)cc(C)c1C(N)=O	1.1	-16.6	-4.0	-2.8	4.6	0.8	-4.8	3.6	3.0
Cc1cc(C)cc(CC2CC(=O)N(c3cc(C)on3)C2=O)c1 (configuration not stated)	1.7	-18.8	0.6	4.7	-10.1	-1.4	7.0	4.8	20.3
O=C(c1ccc(N2C(=O)C3CC=C(Cl)CC3C2=O)cc1)N1CCOCC1 (configuration not stated)	0.1	-4.8	4.7	-3.5	3.5	-0.9	-5.4	7.2	-7.8
O=C(COc1ccccc1-c1ccccc1)N/N=C/c1cccc2ccccc12	0.2	0.5	2.5	-41.3	-10.8	-1.8	17.7	3.8	-31.5
COc1cc(Nc2ncnc(N)n2)cc(OC)c1	0.0	-4.7	-4.4	7.2	-5.8	0.4	·	1.6	-24.1
CC(C)C(OC(=O)c1cccs1)C(=O)NC1CCCCC1 (configuration not stated)	3.0	-3.5	2.0	-10.6	-10.9	-3.0	4.9	-1.0	-7.6
Cc1ccc(NC(=O)C2CCCN(C(=O)c3ccc(Cl)cc3)C2)cc1S(=O)(=O)N1CCOCC1 (configuration not stated)	2.6	-13.9	2.7	-6.8	4.1	-5.8	-2.0	3.8	6.2
CC(C)(C)C(=O)OC/C(N)=N/OC(=O)c1ccccc1	-1.3	2.8	-0.4	8.8	-10.2	0.2	·	-1.2	10.8
CC(C)CC1NC(=O)N(Cc2cc(=O)n3ccsc3n2)C1=O (configuration not stated)	0.1	0.6	1.9	5.0	-6.8	0.8	3.5	1.5	-0.9
COc1ccc(Br)c2c1C(=O)CC2	2.0	0.8	1.6	-4.1	-4.3	-4.0	·	-0.4	-22.1
COc1ccc(C2C3=C(CC(C)(C)CC3=O)Nc3n[nH]c(C)c32)cc1 (configuration not stated)	-0.5	-6.7	-0.5	-16.2	-1.8	-0.6	1.6	3.5	-3.3
N/C(=N\S(=O)(=O)c1cccs1)c1ccccc1	-0.8	-9.6	0.9	-12.1	-6.3	-1.3	6.3	3.1	-9.9
CCOC(=O)Cn1c(-c2cccnc2Cl)nc2cc(Cl)c(Cl)cc21	-0.9	-7.0	-0.6	-3.0	-4.6	-6.0	1.0	1.6	-20.3
CC(C)CNC(=O)c1ccc(Cl)c(N)c1	0.6	3.6	-1.4	3.6	1.9	-0.3	6.2	5.2	-2.9
COc1cc(/C=N/O)cc(Br)c1OCc1cccc(Cl)c1	2.2	-4.5	0.5	-3.6	-20.5	-2.6	3.9	-0.1	-7.5
COc1ccc(CCC(=O)Nc2cccc(Cl)c2)cc1	-1.3	-9.7	-1.0	-27.7	-7.8	-0.8	1.6	5.7	-7.2
Cc1cc(OCCn2cnc3ccccc3c2=O)cc(C(C)C)c1	1.4	9.2	1.3	-16.7	-8.9	-7.3	2.7	3.8	-4.9
O=C(COC(=O)c1cncc(Br)c1)NCc1ccco1	1.5	10.8	-3.6	-8.2	-4.4	0.9	-0.1	6.2	-16.4
C=CCOc1ccccc1C1NC(=O)NC(C)=C1C(=O)NCc1ccccc1 (configuration not stated)	-1.2	-10.1	1.7	14.3	-2.5	1.4	4.2	8.8	-6.7
N#Cc1cccc(C#N)c1Oc1ccc(N)cc1	-0.4	-7.6	-4.2	4.8	-7.4	2.6	·	4.6	-2.8
CCN(CC)C(C)C(=O)NCC1(c2ccccc2)CCOCC1 (configuration not stated)	0.5	-7.8	0.9	-26.0	-7.1	-0.9	2.2	1.7	15.6
Nn1c(SCC(=O)Nc2ccc3c(c2)OCO3)nnc1-c1cccc(Cl)c1	0.1	-5.9	-0.7	7.6	0.8	-2.2	2.7	5.2	6.6
Cc1c(C)[n+](=O)c2c(n1[O-])CCCCC2	-0.9	7.6	0.1	7.2	-3.8	1.0	2.1	-2.2	-3.8
CCC(C)c1ccccc1NC(=O)C1CCCO1 (configuration not stated)	-1.7	-3.2	-2.8	17.3	-7.9	0.0	1.8	-0.4	2.6
CCOC(=O)C1=C(C)NC(=S)NC1c1ccco1 (configuration not stated)	1.3	-18.8	-2.6	7.8	-4.4	42.5	·	-1.9	6.2
CCN(CC)S(=O)(=O)c1ccc(C(=O)NCCc2cc3c(OC)ccc(OC)c3[nH]c2=O)cc1	-0.3	12.9	0.1	20.3	-2.2	-3.3	8.5	5.7	-7.9
COC(=O)c1sc(OC)cc1OCc1ccc(C)cc1	2.9	9.5	-5.3	-3.9	-4.3	-0.8	0.1	2.8	10.5

2 of the compounds above, field by field.
CC(C)(C)C(=O)OC/C(N)=N/OC(=O)c1ccccc1
  S1P4 agonist: -1.3	S1P4 antagonist: 2.8	Ba/F3 V617F tox: -0.4	NPY-Y1 PAM-ag: 8.8	RBBP9 inh: -10.2	Runt-CBFb FRET: 0.2	NPY-Y1 antag: ·	BaF3 parental: -1.2	NPY-Y2 PAM-ag: 10.8
CC(C)CC1NC(=O)N(Cc2cc(=O)n3ccsc3n2)C1=O (configuration not stated)
  S1P4 agonist: 0.1	S1P4 antagonist: 0.6	Ba/F3 V617F tox: 1.9	NPY-Y1 PAM-ag: 5.0	RBBP9 inh: -6.8	Runt-CBFb FRET: 0.8	NPY-Y1 antag: 3.5	BaF3 parental: 1.5	NPY-Y2 PAM-ag: -0.9

New compounds follow.
SMILES	S1P4 agonist	S1P4 antagonist	Ba/F3 V617F tox	NPY-Y1 PAM-ag	RBBP9 inh	Runt-CBFb FRET	NPY-Y1 antag	BaF3 parental	NPY-Y2 PAM-ag
Cc1cccc(NC(=O)NCc2ccccn2)c1	2.4	-6.4	-0.4	5.9	-2.4	2.1	-2.8	3.7	3.7
COc1ccc2nc(C)cc(SCC(NC(C)=O)C(=O)OC(C)C)c2c1 (configuration not stated)	-1.6	6.5	-4.0	-14.0	-3.1	-2.7	·	1.2	-6.0
CCOc1ccc(NC(=O)CSc2nnnn2CC(=O)O)cc1	0.1	-3.3	-2.0	-1.5	-8.6	3.5	0.4	-1.1	12.6
CCOc1cc(C(=O)NC(C)CC)cc(OCC)c1OCC (configuration not stated)	0.8	4.8	-3.1	0.0	0.1	-0.1	-4.0	-1.0	-5.8
Cc1cccc(NC(=S)NNC(=O)c2nn(C)cc2Cl)c1	-0.5	-6.2	-0.6	7.5	-6.5	3.5	3.3	0.9	-12.4
COCc1cc(C)nc(N2CCN(c3ccccc3)CC2)c1C#N	0.1	-2.3	-2.9	-19.9	12.5	0.2	0.8	2.5	-1.8
CCOC(=O)c1c(C)[nH]c(C(=O)OCCOc2ccccc2C)c1C	7.1	-27.4	2.5	-30.2	-11.4	-7.7	8.1	4.3	-8.5
Cc1ccc(S(=O)(=O)NCCC(=O)N2CCN(Cc3ccccc3)CC2)cc1	-1.2	-30.4	-1.9	14.7	29.1*	-1.5	-0.4	2.8	-2.0
O=c1[nH]c(/C=C\c2cccs2)nc(O)c1[N+](=O)[O-]	-0.2	-7.5	2.1	-5.6	-6.1	2.9	-3.4	7.1	-11.8
O=C(/C=C/c1cccs1)NC1CCS(=O)(=O)C1 (configuration not stated)	4.2	2.0	-2.2	1.6	-11.7	-0.5	0.2	5.5	10.1
O=C(Nc1ccc(SC(F)(F)F)cc1)c1ccccn1	1.1	1.0	2.2	-4.5	-7.3	0.6	-3.7	4.4	9.8
N=c1n(CC(=O)c2ccc(Br)s2)c2ccccc2n1Cc1ccccc1	0.1	-17.4	1.6	40.7	4.2	6.0	·	-1.6	31.4
COc1ccc(NS(=O)(=O)c2cc(NC(=O)c3cnccn3)ccc2OC)cc1Br	-0.3	-7.0	-3.3	3.4	-4.1	-0.2	1.7	-0.2	-2.6
O=C(NCc1ccc(N2CCCC2=O)cc1)Nc1cccc2ccccc12	-0.2	-6.9	0.5	17.4	-6.2	-0.5	1.8	1.2	18.0
O=C(Nc1cnn(Cc2ccc(Cl)cc2)c1)C1CCCC1	2.6	-13.4	-5.9	17.9	-5.1	1.6	-3.7	1.1	4.7
CC(C)CN1CCC(CNC(=O)CCc2nnc(Cc3c[nH]c4ccccc34)o2)CC1	0.1	-13.0	-2.0	-6.1	-2.8	0.7	3.5	1.4	3.1
O=C(CO/N=C/c1cccc([N+](=O)[O-])c1)Nc1ccc2ccccc2c1	-0.1	-1.8	4.0	-29.8	-12.8	3.2	8.7	5.3	-2.9
CC(=O)c1c(C)[nH]c(C(=O)OCc2c(F)cccc2Cl)c1C	-0.3	-10.8	1.7	11.4	3.8	-3.8	-7.4	4.5	14.3
C=CCn1c(=O)c2ccccc2n2c(Sc3nnnn3-c3ccccc3)nnc12	-0.7	5.0	0.2	4.4	-10.3	4.5	-1.9	0.5	-2.6
Cc1cc(C)n(CC(=O)Nc2cccc(C(F)(F)F)c2)n1	-0.2	1.4	2.4	3.6	-1.3	0.7	-0.2	10.0	-11.6
O=C(O)CN(Cc1ccccc1)S(=O)(=O)c1ccc2c(c1)OCCO2	-0.3	0.4	3.6	-24.9	-8.0	1.3	10.5	2.6	-12.5
